# M1 PAM parental = nonselective calcium activators in parental CHO-K1 cells, primary screen, counter-screen for M1 PAM project, cell-based, Fluo-8 calcium fluorescence, full deck, 1536-well; ATP EC20; 0% at ATP EC20, 100% at ATP max; activation, % at 3 µM; hit rate 0.02% among 360,000;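 active = activation above the run cutoff, the mean activation of all test compounds plus 3 SD, cut at about 40% in these data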;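 also: peak over basal fluorescence ratio in a 140 s read after ATP addition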
# CHO parental Ca = ATP-evoked calcium signal inhibitors, parental CHO, primary screen, counter-screen for OX1R antagonist project, cell-based, fluorescence, Fluo-8 calcium dye; AID 463079, 2010; inhibition, % at 5.6 µM; hit rate 0.63% among 330,000; parental CHO-K1, ATP-induced calcium, Fluo-8 fluorescence;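 active = inhibition above that plate's mean sample inhibition plus 3 SD, cut at about 26% in these data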;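 also: 0% = ATP-challenged DMSO wells and 100% = DMSO wells without ATP; some compounds past the cut are filed as inactive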
#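 Test system: untransfected parental CHO cell line. Compound: one dose, 5.6 µM nominal. Detection: intracellular calcium via Fluo-8 no-wash fluorescent dye. Measure: % inhibition. Benchmarks: ATP-challenged DMSO wells low, unchallenged DMSO wells high.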
# M1 antag = human M1 muscarinic receptor antagonists, primary screen, CHO-K1 cells, Fluo-8 calcium fluorescence, 1536-well. inhibition, % at 3 µM. hit rate 1.3% among 360,000. CHO-K1 hM1, ACh EC80 antagonist. Muscarinic acetylcholine receptor M1 (Homo sapiens), P11229;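 active = percent inhibition above its own plate's cutoff, namely the mean of that plate's compound wells plus 3 SD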;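 also: peak over basal fluorescence ratio during 140 s after agonist addition; 0% = ACh EC80 plus DMSO and 100% = DMSO alone without agonist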
# Target sequence (P11229 whole entry, looked up): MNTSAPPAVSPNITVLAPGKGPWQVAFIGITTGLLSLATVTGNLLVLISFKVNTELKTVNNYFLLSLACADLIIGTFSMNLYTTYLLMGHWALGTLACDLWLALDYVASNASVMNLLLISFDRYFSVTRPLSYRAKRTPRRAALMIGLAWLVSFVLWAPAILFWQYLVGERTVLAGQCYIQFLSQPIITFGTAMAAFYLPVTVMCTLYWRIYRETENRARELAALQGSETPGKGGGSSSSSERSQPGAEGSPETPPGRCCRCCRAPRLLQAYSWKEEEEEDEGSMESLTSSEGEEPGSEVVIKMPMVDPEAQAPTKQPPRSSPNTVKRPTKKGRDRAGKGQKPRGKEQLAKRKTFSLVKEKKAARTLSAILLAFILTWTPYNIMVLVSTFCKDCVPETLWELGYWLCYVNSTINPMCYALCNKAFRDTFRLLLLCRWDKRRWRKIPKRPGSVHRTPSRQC
# M1 ag parental = counter-screen for M1 agonists: effect in parental CHO-K1 cells | Fluo-8 calcium fluorescence; scaled to maximal ATP response, vehicle zero | activation, % at 3 µM | hit rate 0.48% among 360,000 | AID 602248, 2012; in the data active = activation above about 15%;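 also: untransfected CHO-K1 host cells lacking M1 receptor as counterscreen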
# TAAR1 antag = human TAAR1 antagonists, primary screen, Fluo-8 calcium fluorescence, CHO RD-HGA16 cells | inhibition, % at 3 µM | antagonist | hit rate 1.5% among 360,000 | AID 624466, 2012;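 active = inhibition above a per-plate cutoff, the mean inhibition of test compounds on that plate plus 3 SD, cut at about 49% in these data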;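 also: 0% = DMSO plus EC80 beta-PEA response and 100% = DMSO alone without agonist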
# Target sequence (Q96RJ0 whole entry, looked up): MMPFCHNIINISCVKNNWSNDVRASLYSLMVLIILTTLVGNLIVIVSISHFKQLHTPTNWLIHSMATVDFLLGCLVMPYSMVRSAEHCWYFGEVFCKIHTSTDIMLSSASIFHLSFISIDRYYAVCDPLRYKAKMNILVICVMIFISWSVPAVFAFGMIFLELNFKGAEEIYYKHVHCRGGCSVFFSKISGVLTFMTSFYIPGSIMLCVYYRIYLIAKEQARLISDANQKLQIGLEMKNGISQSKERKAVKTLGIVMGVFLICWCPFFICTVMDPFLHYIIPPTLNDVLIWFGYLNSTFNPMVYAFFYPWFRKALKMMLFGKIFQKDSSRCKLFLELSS
#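 Test system – hTAAR1-expressing CHO RD-HGA16 cells, Gα16-coupled · Reagent – β-PEA at EC80 concentration, post-compound challenge · Compound dosing – 3 µM, single point · Timing – 140 s kinetic read after compound, 140 s after agonist · Detection – Fluo-8 intracellular calcium dye fluorescence, real-time kinetic reads · Control set – DMSO and EC80 PEA controls · Repeats – n of 1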
# TAAR1 agonist = human TAAR1 agonists, primary screen, Fluo-8 calcium fluorescence, CHO RD-HGA16 cells. AID 624467, 2012. activation, % at 3 µM. hit rate 0.99% among 360,000. vehicle wells 0%, saturating PEA agonist 100%;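 active = activation above the mean activation of all test compounds in the run plus 3 SD, cut at about 38% in these data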
#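 System: CHO-derived RD-HGA16 cells with stable Gα16 and human TAAR1. Times: 17-24 h plating, Fluo-8 75 min 37 °C, 30 min RT. Measured by: calcium-sensitive Fluo-8 signal, excitation 470-495, emission 515-575 nm. Read-out basis: % activation relative to PEA EC100 response. Control set: DMSO and PEA EC100. Repeats: no replicates (n 1).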
# CHO-K1 Ca antag = nonselective inhibitor or artifact in parental CHO-K1 cells | ATP-induced calcium, Fluo-8 fluorescence | inhibition, % at 3 µM | hit rate 0.6% among 360,000;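 active = inhibition above a per-plate cutoff, the plate's mean sample inhibition plus 3 SD, cut at about 24% in these data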;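 also: 0% = DMSO plus EC80 ATP and 100% = DMSO alone without ATP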
# M1 ag = human M1 muscarinic receptor agonists, primary screen, Fluo-8 calcium fluorescence, CHO-K1 cells, HTS; AID 588814, 2011; activation, % at 3 µM; Muscarinic acetylcholine receptor M1 (Homo sapiens), P11229; CHO-K1 hM1, agonist mode; 0% DMSO, 100% acetylcholine EC100; hit rate 0.33% among 360,000;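 active = activation above the run's mean compound activation plus 3 SD, cut at about 16% in these data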;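 also: peak over basal fluorescence ratio within a 140 s kinetic read after compound addition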
# M1 PAM = human M1 muscarinic receptor positive allosteric modulators, primary screen, CHO-K1 cells, Fluo-8 calcium fluorescence, 1536-well | CHO-K1 hM1, ACh EC20; 0% = ACh EC20, 100% = maximal ACh | activation, % at 3 µM | hit rate 0.088% among 360,000; in the data active = activation above about 19%, passing the limit was not always enough
# * marks the source's active call; other numbers are inactive results; nt = not tested or not shown. Some of the compounds tested (hit frequency here may not be typical).
molecule,M1 PAM parental,CHO parental Ca,M1 antag,M1 ag parental,TAAR1 antag,TAAR1 agonist,CHO-K1 Ca antag,M1 ag,M1 PAM
CN1C(=O)C(=Cc2cn(CC#N)c3ccccc23)C(=O)N(C)C1=O,9.9,nt,3.8,2.2,-0.9,3.9,-10.3,-4.3,3.4
CC(C)C[C@H](NC(=O)[C@@H]1CCCN1C(=O)[C@@H](N)Cc1ccc(O)cc1)C(=O)NCC(N)=O,12.6,-3.6,-23.8,0.5,-11.1,-0.3,-1.9,-2.5,4.6
OCC(Cl)CCl (stereo not given),14.5,-5.5,-4.5,2.8,14.5,-0.2,-17.1,-1.4,2.1
O=C(COc1ccc(Cl)cc1)N1CCN(C/C=C/c2ccccc2)CC1,-1.8,0.0,-10.9,1.7,24.1,5.8,-8.1,-0.5,-3.0
COc1ccc2nc(NC3=NCCN3)sc2c1,9.2,2.6,-11.1,-0.4,-22.1,1.0,-4.9,-7.3,10.8
OCC#CC[N+]1(CC#Cc2ccccc2)CCOCC1,2.8,11.6,5.8,0.5,1.4,7.4,-4.4,-5.5,-0.1
COC(=O)C(O)(c1c(C)[nH]c2ccccc12)C(F)(F)F (stereo not given),13.2,11.2,-7.3,0.3,0.8,7.2,0.6,-2.9,5.8
CSCCC(N=Cc1c(O)n(-c2ccc(Cl)cc2)c(=O)[nH]c1=O)C(=O)OC(C)(C)C (stereo not given),6.7,-29.9,-4.8,-0.4,-17.1,7.3,-8.9,-5.5,4.9
CCOc1ccccc1N=C1SCCCN1C,23.3,-6.8,4.5,1.6,-9.0,5.6,-13.4,-7.2,-1.4
O=C(CCNC(=O)N1C[C@H]2C[C@@H](C1)c1cccc(=O)n1C2)Nc1cccc(Cl)c1,7.1,-12.5,-12.4,0.0,-0.9,2.0,-0.9,-2.1,6.0
CC(=O)c1cn(Cc2ccccc2C#N)c2ccccc12,-9.5,28.6,34.8,16.9*,7.2,3.6,27.7*,0.9,-10.8
O=C(Nc1ccc(C(=O)O)cc1)Oc1ccc(N(CCCl)CCCl)cc1,6.8,nt,-4.1,0.4,-17.2,3.5,2.8,-3.8,2.5
CCOC(=O)CNC(=O)N1Cc2cc(-c3cccc(F)c3)ccc2-n2nncc2C1,9.9,nt,-1.9,1.8,13.7,0.5,3.5,-2.8,4.1
CN1C2CCC1CC(OC(=O)c1ccc([N+](=O)[O-])cc1)C2 (stereo not given),-12.4,-7.5,5.6,0.0,-0.6,0.5,5.9,-12.5,-1.1
CCCC[N+]12CCC(CC1)C(=C(c1ccccc1)c1ccccc1)C2,-12.6,-9.7,99.4*,0.0,-14.9,1.8,2.7,-13.6,-25.9
Cc1ccc(N2C(=O)NC(=O)/C(=C\c3cc(C)n(-c4sc5c(c4C#N)CCCC5)c3C)C2=O)cc1,-8.0,-0.3,1.7,1.3,16.2,7.2,18.4,-9.9,-13.1
O=P(NS(=O)(=O)c1ccc(Br)cc1)(Oc1ccccc1)Oc1ccccc1,-5.5,-5.6,-13.7,0.5,18.9,16.3,-20.9,1.2,15.8
Cc1ccc(C)c(C2(O)CC(C)N(C)CC2C)c1 (stereo not given),10.1,-15.9,-2.5,0.2,-11.2,3.5,-4.6,-5.9,-1.4
CCOC(=O)[C@@H]1[C@H]2COc3ccc(Br)cc3[C@@H]2N2C(=O)N(c3cccc(C)c3)C(=O)[C@]12C,12.6,-41.6,-9.9,0.3,-7.7,-0.1,-14.3,-5.6,6.1
Fc1ccc(CNCCc2c[nH]c3ccccc23)cc1,13.9,-15.4,-6.2,2.7,5.9,7.0,-9.3,-4.3,2.1
CN1C(=O)CCC2(C)C1=CCC1C2CCC2(C)C1CCC2(C)O (stereo not given),25.1,nt,-20.3,0.7,10.2,4.5,-19.9,-1.5,4.7
CCOP(=O)(C#CC(C)(C)C)C(O)(c1ccccc1)C(F)(F)F (stereo not given),15.5,-4.2,-12.1,-0.6,-17.8,0.4,-5.9,-5.8,11.6
COc1c(OP2(=S)OCC(C)(C)CO2)cnn(C2CCCCC2)c1=O,-6.2,nt,5.3,0.8,-7.0,-0.1,5.0,-3.6,-1.2
O=C(O)CCn1cc(C=C2C(=O)NC(=S)NC2=O)c(-c2cccc(Cl)c2)n1,-12.0,11.7,-10.8,-0.1,-7.6,9.2,-3.8,0.3,9.6
COc1cccc(CCNCc2ccc(SC)cc2)c1,14.5,-10.2,3.6,3.8,-6.9,10.4,-11.7,-8.4,-16.8
Cn1c(O)c(N=Nc2cccc(S(=O)(=O)N3CCOCC3)c2)c(=O)n(C)c1=O,-2.6,-5.3,4.0,0.2,-14.9,3.4,8.5,-9.3,0.3
CCN1CCN(c2nc3c(c(=O)[nH]2)CCC3)CC1,5.8,-2.9,-17.8,0.2,-29.7,3.2,-8.3,-3.1,5.8
COc1ccc(-n2c(C)cc(C(=O)C[N+]34CCN(CC3)CC4)c2C)cc1,-8.7,3.0,2.6,3.5,-3.6,1.5,-17.9,-3.8,-0.7
O=c1[nH]c(=S)n(C2CC2)c(O)c1/C=N/Nc1cccc2ccccc12,23.7,-5.8,1.6,1.1,2.5,-0.4,-4.1,-5.1,4.9
CCCc1c(C)nc(SCC(=O)C(C)(C)C)nc1OC(=O)N(C)C,8.0,-15.7,8.1,2.5,-24.3,-0.4,-6.0,-3.3,-0.6
Cc1cccnc1-n1c(CN2C(=O)c3ccccc3C2=O)nc2ccccc2c1=O,-2.3,-6.2,6.5,3.5,13.6,2.4,15.1,-1.5,0.6
COc1cccc(NC(=O)N2CCC3(CC2)OCCO3)c1,20.0,-1.0,-9.5,0.8,-17.4,0.8,-14.7,-6.1,7.1
CCCOc1ccc(N2C(=O)CC(N3CC=C(c4ccccc4)CC3)C2=O)cc1 (stereo not given),15.2,-20.4,-9.1,0.5,6.5,2.6,-9.3,-9.0,5.4
Cc1ccc(OP2(=O)Nc3cc(C)c(C)cc3S2)cc1 (stereo not given),15.0,nt,-12.7,0.1,1.4,5.8,-13.6,-0.8,8.6
COc1ccc(/C=C2\C(=O)NC(=O)N(CCC3=CCCCC3)C2=O)c(OC)c1,18.7,-0.5,-3.1,1.0,-12.2,5.9,4.2,-5.9,5.6
Cc1nc2ccccc2c(=O)n1-c1ccccc1C(F)(F)F,15.7,-13.3,-10.5,0.9,4.5,-1.6,-0.9,6.2,20.3
COc1ccc(F)cc1C(=O)C1CCCN(Cc2cnc(C)s2)C1 (stereo not given),12.6,-10.1,-2.5,1.2,-10.4,4.0,-8.5,-9.7,4.4
COc1ccc(OC)c(CNCCc2ccc(OC)c(OC)c2)c1,-3.6,-18.1,-8.0,0.5,7.7,1.1,-9.6,-3.2,13.6
Fc1ccc(CCNCc2cccc(Cl)c2)cc1,0.3,-21.7,4.2,1.3,-6.9,20.3,-2.0,-1.5,-2.3
Cc1ncc(CN2CCCC(C(=O)c3ccc(C(C)(C)C)cc3)C2)s1 (stereo not given),1.1,-29.0,86.6*,7.0,16.2,4.3,-4.8,-9.8,-30.4
CCCc1nnc(NC(=O)CCC(=O)N2CCN(CCOC(c3ccccc3)c3ccccc3)CC2)s1,25.6,-28.5,-5.6,0.0,-27.5,3.9,-10.1,-14.0,-0.5
COc1ccc(CC(=O)Nc2ccc(C#N)c(Cl)c2)cc1S(=O)(=O)N1CCOCC1,9.4,9.2,-10.3,8.9,21.6,11.6,-7.5,-0.3,5.1
O=C(O)CC1OCC=C2CN3CCC45c6ccccc6NC4C1C2CC35 (stereo not given),-1.0,-17.6,-4.2,0.7,2.9,0.0,-7.0,-5.1,-0.1
N#CC1c2ccccc2-n2nncc2CN1Cc1cc(Cl)cc(Cl)c1 (stereo not given),0.4,nt,7.7,2.4,6.9,3.6,14.8,-0.2,1.0
Cc1ccc(OCC(=O)N2CCN(CC3CC4C=CC3C4)CC2)cc1 (stereo not given),21.3,-17.6,-5.6,1.6,4.9,8.9,-7.5,-2.5,0.8
OCC1OC(n2cnc3cc(Cl)c(Cl)cc32)C(O)C1O (stereo not given),22.5,nt,-13.1,1.3,-13.6,1.3,-7.3,-2.1,6.8
CC(=NCC1CCCO1)c1c(O)n(C)c(=O)n(C)c1=O (stereo not given),23.8,8.3,-8.5,1.1,10.0,1.3,-8.2,-5.0,9.9
COc1ccc(CCNCc2cc(OC)cc(OC)c2)cc1,15.8,nt,-9.2,4.5,7.4,1.5,-0.1,-2.2,3.4
CC(C)N(C(=O)CCl)c1ccccc1,3.7,nt,-9.4,0.3,-14.1,0.2,-3.7,-6.2,-10.9
COC(=O)C1=C(c2ccc(F)cc2OCc2ccccc2)C[C@@H]2CC[C@H]1N2C(=O)NC1CC1,17.8,-25.5,-10.5,-0.9,-11.4,10.3,3.0,-2.8,12.5
CCN(CC)C(=O)c1ccc(NC(=O)COc2ccc([N+](=O)[O-])cc2Cl)cc1,11.2,-8.5,4.3,4.7,-7.8,3.1,-7.0,-2.2,1.0
Cc1ccc(-n2c(O)c(C=NCCN(C)C)c(=O)[nH]c2=O)cc1,14.9,-10.9,-8.6,1.6,-10.8,0.2,-6.6,-6.1,7.3
COc1ccccc1Cn1c(SCC#N)nc2cc(C(=O)N3CCC4(CC3)OCCO4)ccc2c1=O,21.4,-12.3,-2.6,2.0,-21.6,3.1,-11.8,-7.7,1.6
CCCNC(=O)N1[C@H]2CC[C@@H]1C(C(=O)OC)=C(c1ccc(Cl)c(C(F)(F)F)c1)C2,1.8,-18.5,-11.0,-1.1,7.3,-0.5,-5.3,-4.9,14.9

# Part of the list above with just M1 PAM and TAAR1 antag:
SMILES | M1 PAM | TAAR1 antag
OCC(Cl)CCl (stereo not given) | 2.1 | 14.5
O=C(COc1ccc(Cl)cc1)N1CCN(C/C=C/c2ccccc2)CC1 | -3.0 | 24.1
COc1ccc2nc(NC3=NCCN3)sc2c1 | 10.8 | -22.1
